Screens as filed in PubChem.
STEP block = STEP (human) phosphatase inhibition. P54829. 0.25% of 360,000 active. recombinant STEP, OMFP fluorogenic substrate, fluorescence. inhibition, % at 20 µM;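 active = inhibition at 20 µM, scaled per plate between control wells, above about 37%, limit read from the data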;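 note: 0% = DMSO with enzyme and substrate and 100% = substrate only without enzyme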
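System: STEP (striatal-enriched tyrosine phosphatase) enzyme, cell-free; medium: Bis-Tris pH 6.0 buffer with DTT, detergent; dosing: 20 µM, 1% DMSO; times: reaction 20 min, ambient temperature; detection: fluorescence, 480/540 nm; read-out basis: normalized % inhibition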
NadD inh = inhibitors of Staphylococcus aureus NadD; purified NadD enzyme, colorimetric absorbance read-out; inhibition, % at 20 µM; 0.78% of 360,000 active; in the data active = inhibition above about 26%; note: some compounds past the cut are filed as inactive
Scp-1 inhibitor = blocks human Scp-1 phosphatase activity; 0.88% of 340,000 active; Q9GZU7; inhibition, % at 20 µM; AID 493091; Recombinant Scp1, phosphopeptide, malachite green phosphate absorbance;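 active = inhibition above about 50% at 20 µM, limit read from the data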;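 note: plate controls were DMSO wells with enzyme for no effect and wells lacking enzyme for full effect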
Target sequence (Q9GZU7 76-261 limits assumed): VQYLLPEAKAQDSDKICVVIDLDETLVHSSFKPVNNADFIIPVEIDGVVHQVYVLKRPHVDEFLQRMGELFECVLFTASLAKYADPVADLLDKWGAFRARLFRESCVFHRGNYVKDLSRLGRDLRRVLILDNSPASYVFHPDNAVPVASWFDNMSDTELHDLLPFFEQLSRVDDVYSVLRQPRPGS
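Test system: SCP-1 phosphatase catalytic domain, residues 76-261; measured by: colorimetric phosphate reagent with accelerator and stabiliser, absorbance at 630 nm; timing: enzyme reaction 45 min at room temperature, colour 5 min, stabilisation 30 min; also added: Phosphorylated 17-residue peptide substrate; compound dosing: one concentration, 20 µM, with 1.0% DMSO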
SUMO1 PPI mod = alters human SUMO1 binding to SIM partners | P63165 | AID 602429 | SUMO1 binding to a labelled peptide, TR-FRET, 1 h | 0.33% of 360,000 active | inhibition, % at 20 µM; in the data active = inhibition above about 37%
DNMT1 block = inhibitors of human DNMT1 | DNMT1 molecular beacon, Hinp1I cleavage, fluorescence | inhibition (reported as % activation of signal), % at 10 µM | P26358 | AID 588458 | 0.83% of 360,000 active; in the data active = inhibition above about 50%
Rpn11 inh = Rpn11 (human) deubiquitinase inhibition. O00487. human 26S proteasome, Ub4-pepOG fluorescence polarization; 20S core pre-blocked with epoxomicin. calls only at 20 µM. 0.59% of 360,000 active. AID 588493;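 active = inhibition at 20 µM, scaled to each plate's controls, above about 33%, limit read from the data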
Neddyl block = inhibitors of human cullin neddylation. P61081+Q13564. TR-FRET cullin neddylation, biochemical. calls only at 25 µM. 0.58% of 360,000 active; in the data active = inhibition above about 36%
Target sequence (P61081 whole entry, looked up): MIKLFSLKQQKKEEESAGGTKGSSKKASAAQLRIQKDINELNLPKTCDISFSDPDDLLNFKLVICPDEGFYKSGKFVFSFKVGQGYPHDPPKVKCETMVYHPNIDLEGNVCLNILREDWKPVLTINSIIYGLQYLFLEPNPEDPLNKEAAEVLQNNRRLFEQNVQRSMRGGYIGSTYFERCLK
Target sequence (Q13564 whole entry, looked up): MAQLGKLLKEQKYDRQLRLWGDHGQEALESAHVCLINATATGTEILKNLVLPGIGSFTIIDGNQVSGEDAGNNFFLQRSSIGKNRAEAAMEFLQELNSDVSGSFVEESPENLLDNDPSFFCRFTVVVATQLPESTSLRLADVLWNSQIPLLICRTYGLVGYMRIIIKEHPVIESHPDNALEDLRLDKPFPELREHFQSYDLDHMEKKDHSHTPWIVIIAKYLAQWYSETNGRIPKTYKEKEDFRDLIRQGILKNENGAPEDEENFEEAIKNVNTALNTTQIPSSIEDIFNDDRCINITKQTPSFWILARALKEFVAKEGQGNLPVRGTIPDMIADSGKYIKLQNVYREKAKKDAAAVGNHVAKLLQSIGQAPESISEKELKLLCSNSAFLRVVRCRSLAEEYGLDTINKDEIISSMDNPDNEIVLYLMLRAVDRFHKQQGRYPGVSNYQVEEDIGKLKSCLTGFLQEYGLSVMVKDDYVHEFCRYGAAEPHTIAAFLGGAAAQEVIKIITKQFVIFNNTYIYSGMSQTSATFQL
Rin1 Abl inh = human Rin1-Abl interaction inhibition; 0.4% of 360,000 active; inhibition, % at 7.35 µM; TR-FRET Rin1/Abl binding, biochemical; AID 588664; in the data active = inhibition above about 5%, passing the limit was not always enough
LMPTP inh = LMPTP (human) inhibition | P24666 | recombinant LMPTP-A, OMFP fluorogenic substrate, fluorescence intensity | inhibition, % at 20 µM | 0.22% of 360,000 active | AID 651560;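 active = compounds that cut the enzyme signal by at least half of the control window in the single-dose screen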;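 note: plate controls were DMSO wells with enzyme plus substrate for no effect and substrate without enzyme for full effect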
Target sequence (P24666 whole entry, looked up): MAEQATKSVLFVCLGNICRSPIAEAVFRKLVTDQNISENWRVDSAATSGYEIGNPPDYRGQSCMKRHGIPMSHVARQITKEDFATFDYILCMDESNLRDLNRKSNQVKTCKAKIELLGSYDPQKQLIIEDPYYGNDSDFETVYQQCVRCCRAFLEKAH
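Test system: LMPTP-A phosphatase enzyme; input: 0.625 nM LMPTP-A final; reagent: OMFP substrate, 400 µM final; compound dosing: 20 µM single dose, 3% DMSO; incubation: 50 min dark incubation at room temperature; measured by: endpoint fluorescence intensity from OMFP dephosphorylation; measure: % inhibition relative to no-enzyme and uninhibited control wells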
CSN inh = inhibitors of human CSN-mediated cullin deneddylation; 0.38% of 360,000 active; Purified CSN, SCF-Nedd8-OG deneddylation, fluorescence polarization; inhibition, % at 12.5 µM; Q92905;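 active = pattern-corrected inhibition above about 35%, with an unprinted fluorescence ratio check between 0.5 and 1.5, limit read from the data, passing the limit was not always enough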;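 note: 0% = enzyme with substrate and 100% = substrate without enzyme; some results filed as inactive read as strong as hits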
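Schedule: reaction 90 min, room temperature / Assay system: HEK293T-derived human Csn5 enzyme / Input: Csn5 at 0.24 nM final / Measure: inhibition of Csn5 cleavage, % / Control set: substrate-only high control, full reaction low control / Technique: fluorescence polarization of the substrate / Buffer or medium: Tris/NaCl/DTT buffer, pH 7.5 / Reagent: SCFSkp2-Nedd8OG substrate at 10 nM final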
Active calls of the source: *; i = inactive; / = not tested or not shown; + = active, no number; & = joins results of further samples. An unsorted share of the library; about 3.8% have a hit in one of these screens.

1	COc1ccc(-c2nnn(CC(=O)NCCc3c[nH]c4ccccc34)n2)cc1OC
2	COc1ccc(NC(=O)CS(=O)(=O)c2ccc(F)cc2)cc1
3	Cc1cccc[n+]1CC(=O)Nc1ccc([N+](=O)[O-])cc1Cl
4	NS(=O)(=O)c1cc(C(=O)Nc2ccc3c(c2)OCCCO3)ccc1Cl
5	NC(=O)c1ccccc1N(Cc1ccccc1)S(=O)(=O)c1ccccc1
compound no.	1	2	3	4	5
STEP block	4	-3	3	0	-1
SUMO1 PPI mod	4	2	-20	-4	-5
NadD inh	-10	-3	-2	-4	-1
Neddyl block	i	i	i	i	i
Rin1 Abl inh	-1	0	-1	3	3
DNMT1 block	-7	1	3	0	0
LMPTP inh	-0.6	-0.4	-1.0	-0.9	0.5
Rpn11 inh	i	i	i	i	i
Scp-1 inhibitor	-28	-12	10	-10	-5
CSN inh	4	-3	0	4	3

6	Cc1cccc(C(=O)NCCN(C)C)c1
7	O=C(CCC(=O)N1CCOc2ccccc21)NCCCN1CCN(Cc2ccccc2)CC1
8	O=C(NCc1ccc(F)cc1)C(c1ccncc1)N(C(=O)c1csnn1)C1CC1 (configuration not stated)
9	CCOC(=O)c1oc2c(CN3CCCCC3C)c(O)ccc2c(=O)c1-c1ccc(OC)c(OC)c1 (configuration not stated)
10	O=C(COc1ncnc2ccc(Br)cc12)Nc1ccc(N2CCOCC2)cc1
compound no.	6	7	8	9	10
STEP block	3	-2	1	-15	-1
SUMO1 PPI mod	0	-2	2	-11	3
NadD inh	1	-3	-5	-2	3
Neddyl block	i	i	i	i	i
Rin1 Abl inh	-1	1	-1	-1	0
DNMT1 block	0	1	2	3	-7
LMPTP inh	-2.9	-2.8	-1.1	-1.4	2.8
Rpn11 inh	i	i	i	i	i
Scp-1 inhibitor	1	-1	-1	-8	0
CSN inh	0	2	0	-2	5

11	Cc1ccc(CNC(=O)C2c3ccccc3C(=O)N3CCc4ccccc4C23)o1 (configuration not stated)
12	O=C(O)C(CCCCNS(=O)(=O)c1ccc(F)cc1)NS(=O)(=O)c1ccc(F)cc1 (configuration not stated)
13	COc1ccc(-n2c(C)ccc2C)c([N+](=O)[O-])c1
14	Cc1ccc(CN2CCS(=O)(=O)CC2)cc1
15	NC(=O)c1cc(N)ccc1N1CCCCC1
compound no.	11	12	13	14	15
STEP block	0	-3&-1	-1	-1	0
SUMO1 PPI mod	-2	9&2	-14	-2	2
NadD inh	4	1&4	-3	-8	-4
Neddyl block	i	i	i	i	i
Rin1 Abl inh	-2	3&2	0	-1	3
DNMT1 block	-17	2&0	-8	-1	-1
LMPTP inh	0.5	-1.5&-0.9	-0.2	-2.1	0.5
Rpn11 inh	i	i	i	i	i
Scp-1 inhibitor	0	0&-3	-7	-12	-5
CSN inh	1	3&1	-3	-3	-1

16	Cc1cccc(CSc2nc3c(c(=O)n2C)SCC3)c1
17	CSc1ccc(CCNC(=O)C2CCCN(S(=O)(=O)N3CCOCC3)C2)cc1 (configuration not stated)
18	CCOC(=O)c1sc(=S)n(CC)c1N
19	COc1ccc(S(=O)(=O)N2CCC[C@H]2C(=O)N2CCC[C@H]2C(=O)N[C@@H](C)c2ccccc2)cc1C
20	O=C(O)C1c2ccccc2C(=O)N(Cc2ccc(F)cc2)C1c1ccncc1 (configuration not stated)
compound no.	16	17	18	19	20
STEP block	1	-3	-2	/	1
SUMO1 PPI mod	-2	2	-19	4	0
NadD inh	-3	0	0	4	-2
Neddyl block	i	i	i	i	i
Rin1 Abl inh	0	1	-1	/	-3
DNMT1 block	0	-2	0	/	7
LMPTP inh	2.6	-1.0	-2.4	-0.8	-0.9
Rpn11 inh	i	i	i	/	i
Scp-1 inhibitor	-12	-2	-6	/	6
CSN inh	2	-3	-1	-5	-4

21	N#Cc1cccnc1N1CCN(C(=O)c2cccc3c2C(=O)c2ccc(-c4ccc(Cl)c(C(F)(F)F)c4)cc2S3(=O)=O)CC1
22	O=C(CSc1ccc2ccccc2n1)Nc1nsc(-c2ccc(Cl)cc2)n1
23	COc1cc(/C=C(/C#N)c2nc3ccccc3c(=O)[nH]2)ccc1O
24	Nc1nccnc1C(=O)N/N=C/c1ccco1
25	CN(Cc1ccccc1)C(=O)c1ccccc1NC(=O)c1ccco1
compound no.	21	22	23	24	25
STEP block	0	14	3	3	-8
SUMO1 PPI mod	-1	43*	-39	-18	-1
NadD inh	35*	2	0	-5	1
Neddyl block	i	i	i	i	i
Rin1 Abl inh	1	-1	-4	0	-4
DNMT1 block	-6	77*	-1	2	0
LMPTP inh	4.1	56*	0.7	-1.0	-1.2
Rpn11 inh	i	i	+	i	i
Scp-1 inhibitor	2	0	5	15	-4
CSN inh	-6	54*	80*	1	1

26	CCOC(=O)/C(=C/Nc1ccc(F)cc1)[N+](=O)[O-]
27	O=C(CSc1nc2ccccc2[nH]1)NCC1CCCO1 (configuration not stated)
28	CC(C)(Oc1ccc(Cl)cc1)C(=O)OCC(=O)N1CCCC1
29	COc1ccccc1CCN1CCCC(CN(C)C(=O)c2ccoc2)C1 (configuration not stated)
30	O=c1[nH]cnc2c1cnn2Cc1ccccc1Cl
compound no.	26	27	28	29	30
STEP block	-2	-2	-10	1	-2
SUMO1 PPI mod	-1	0	-1	3	14
NadD inh	-7	-2	3	5	-3
Neddyl block	i	i	i	i	i
Rin1 Abl inh	0	-3	3	0	5
DNMT1 block	0	4	1	0	-2
LMPTP inh	-2.7	-1.7	-0.4	-2.3	-3.0
Rpn11 inh	i	i	i	i	i
Scp-1 inhibitor	-4	-3	0	-1	-10
CSN inh	5	8	-1	1	8

31	Cc1oc(CN2CCOCC2)cc1C(=O)O
32	O=C(O)C12CC3CC(C1)CC(n1cnc(Cl)n1)(C3)C2
33	CC(=O)[C@@H]1[C@@H](C(=O)c2ccc(C)cc2)[C@]2(C(=O)Nc3ccccc32)[C@H]2C=Cc3cc(F)ccc3N12
34	OC(COc1ccc2c(c1)OCO2)CN1CCc2ccccc2C1 (configuration not stated)
35	O=C(Nc1ccc(-c2ccc3nncn3n2)cc1)C1CCCCC1
compound no.	31	32	33	34	35
STEP block	-2	-2	-2	2	-2
SUMO1 PPI mod	-2	1	-13	-7	-29
NadD inh	-5	5	3	4	2
Neddyl block	i	i	i	i	i
Rin1 Abl inh	0	2	0	6	-8
DNMT1 block	0	1	-8	4	-3
LMPTP inh	-1.5	-1.2	0.3	-0.3	0.4
Rpn11 inh	i	i	i	i	i
Scp-1 inhibitor	-10	0	-2	-5	-13
CSN inh	-8	4	-1	0	-2

36	COc1ccc(NC(=O)c2cc(-c3ccccc3)on2)cc1
37	O=C(O)c1nnn(-c2ccc(F)cc2F)c1-c1ccccc1
38	CCN(CC(=O)NCc1cccs1)C(=O)c1ccc(Cl)c(Cl)c1
39	O=C(/C=C/c1ccccc1)NC1CCS(=O)(=O)C1 (configuration not stated)
40	O=S(=O)(NCCCc1ccccc1)c1ccc(Br)cc1
compound no.	36	37	38	39	40
STEP block	0	-4	-2	-1	-1
SUMO1 PPI mod	3	4	3	-1	2
NadD inh	2	-2	2	9	-8
Neddyl block	i	i	i	i	i
Rin1 Abl inh	-2	2	-1	0	-5
DNMT1 block	0	1	6	9	5
LMPTP inh	-2.3	-1.5	-2.0	-1.1	2.3
Rpn11 inh	i	i	i	i	i
Scp-1 inhibitor	-2	-3	-8	1	-18
CSN inh	4	3	0	3	2

41	COC(=O)N/N=C/c1c(C)cc(C)cc1C
42	O=C(Cn1nnc(-c2cccs2)n1)NNC(=O)c1ccccc1Cl
43	O=C(NC(=S)NCc1cccnc1)c1ccc([N+](=O)[O-])cc1
44	COc1cc(OC)c(C(=O)NCCCN2CCOCC2)cc1OC
45	Cc1ccoc1C(=O)N1CCCC(CCC(=O)N2CCN(c3ccccn3)CC2)C1 (configuration not stated)
compound no.	41	42	43	44	45
STEP block	0	0	-3	-1	4
SUMO1 PPI mod	2	1	-22	1	-4
NadD inh	-4	-3	0	-5	4
Neddyl block	i	i	i	i	i
Rin1 Abl inh	-4	-1	-3	-7	-1
DNMT1 block	5	3	7	3	0
LMPTP inh	-2.1	-0.8	0.3	-1.5	0.1
Rpn11 inh	i	i	i	i	i
Scp-1 inhibitor	-18	-11	-2	-3	-1
CSN inh	-4	1	-1	-12	-13

46	CCc1ccc(OCC(=O)NNC(=O)C2CCC2)cc1
47	C[C@H](CO)N1C[C@H](C)[C@@H](CN(C)CC2CCCCC2)Oc2c(NS(=O)(=O)c3cn(C)cn3)cccc2C1=O
48	O=C(CCN1C(=O)C2C3C=CC(C4CC34)C2C1=O)Nc1ccc(Cl)cc1O (configuration not stated)
49	Cc1cc(C)c(NC(=O)CCCOC(=O)C2=COCCO2)c(C)c1
50	COc1ccc(S(=O)(=O)N2CCCCC2)cc1NC(=O)c1cccs1
51	CC(C)NCCOCCOc1ccc(Cl)cc1Br
52	COc1ccc(NC(=O)C/C(C)=N/NC(=O)c2cnccn2)cc1Cl
compound no.	46	47	48	49	50	51	52
STEP block	0	-2	-1	0	3	1	-4
SUMO1 PPI mod	38	16	6	-4	-5	2	6
NadD inh	1	-2	0	3	-4	-4	6
Neddyl block	i	i	i	i	i	i	i
Rin1 Abl inh	0	0	1	-2	0	3	-3
DNMT1 block	2	2	-2	-10	4	5	-2
LMPTP inh	0.1	-1.8	0.0	-1.7	-0.3	-1.6	-1.3
Rpn11 inh	i	i	i	i	i	i	i
Scp-1 inhibitor	-6	59*	-7	-4	-6	-2	-4
CSN inh	2	-1	1	-3	-1	-1	3

Gathered by group, the entries above containing two or more sulfur atoms
12	O=C(O)C(CCCCNS(=O)(=O)c1ccc(F)cc1)NS(=O)(=O)c1ccc(F)cc1 (configuration not stated)
16	Cc1cccc(CSc2nc3c(c(=O)n2C)SCC3)c1
17	CSc1ccc(CCNC(=O)C2CCCN(S(=O)(=O)N3CCOCC3)C2)cc1 (configuration not stated)
18	CCOC(=O)c1sc(=S)n(CC)c1N
22	O=C(CSc1ccc2ccccc2n1)Nc1nsc(-c2ccc(Cl)cc2)n1
50	COc1ccc(S(=O)(=O)N2CCCCC2)cc1NC(=O)c1cccs1
compound no.	12	16	17	18	22	50
STEP block	-3&-1	1	-3	-2	14	3
SUMO1 PPI mod	9&2	-2	2	-19	43*	-5
NadD inh	1&4	-3	0	0	2	-4
Neddyl block	i	i	i	i	i	i
Rin1 Abl inh	3&2	0	1	-1	-1	0
DNMT1 block	2&0	0	-2	0	77*	4
LMPTP inh	-1.5&-0.9	2.6	-1.0	-2.4	56*	-0.3
Rpn11 inh	i	i	i	i	i	i
Scp-1 inhibitor	0&-3	-12	-2	-6	0	-6
CSN inh	3&1	2	-3	-1	54*	-1
